Screening data as filed in PubChem BioAssay.
KCNQ2 block = KCNQ2 potassium channel inhibitors, primary screen, cell-based, CHO-K1, FluxOR thallium flux, B-score (AID 2156); 20 min; stronger effect = lower value; B-score at 10 µM; actives 1.1% (n = 310,000);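 active = fluorescence ratio B-score at most minus 3 library SDs, with starting brightness B-score within 2 library SDs, cut at about -5.5 in these data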
Target sequence (O88943 whole entry, looked up): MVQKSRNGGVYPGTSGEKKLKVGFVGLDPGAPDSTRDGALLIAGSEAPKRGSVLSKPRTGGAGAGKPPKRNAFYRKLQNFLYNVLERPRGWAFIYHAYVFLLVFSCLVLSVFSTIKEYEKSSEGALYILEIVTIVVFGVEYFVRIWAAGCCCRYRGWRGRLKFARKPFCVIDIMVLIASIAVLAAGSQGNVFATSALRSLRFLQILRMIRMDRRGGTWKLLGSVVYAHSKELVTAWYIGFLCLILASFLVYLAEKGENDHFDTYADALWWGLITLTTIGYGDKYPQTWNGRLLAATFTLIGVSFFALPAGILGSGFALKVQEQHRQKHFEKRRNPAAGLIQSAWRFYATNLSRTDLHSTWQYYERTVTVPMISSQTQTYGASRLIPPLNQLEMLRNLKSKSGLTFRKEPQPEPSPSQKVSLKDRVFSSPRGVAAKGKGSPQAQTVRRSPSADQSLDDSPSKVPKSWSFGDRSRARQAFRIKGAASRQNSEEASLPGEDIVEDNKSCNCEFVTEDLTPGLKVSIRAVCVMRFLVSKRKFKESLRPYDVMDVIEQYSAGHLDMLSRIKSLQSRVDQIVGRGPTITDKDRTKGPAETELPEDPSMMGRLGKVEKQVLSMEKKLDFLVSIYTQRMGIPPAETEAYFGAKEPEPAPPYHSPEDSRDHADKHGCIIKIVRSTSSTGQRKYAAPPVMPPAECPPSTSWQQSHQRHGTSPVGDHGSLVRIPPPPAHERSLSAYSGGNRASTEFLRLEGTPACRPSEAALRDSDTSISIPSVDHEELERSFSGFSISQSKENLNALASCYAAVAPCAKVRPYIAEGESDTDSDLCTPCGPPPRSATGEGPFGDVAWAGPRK
CHT block = inhibitors of human choline transporter CHT. Q9GZV3. CHT-expressing cells, membrane potential dye, choline response; stronger effect = lower value. B-score at 10 µM. actives 0.86% (n = 310,000). AID 488975;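 active = B-score over 3 SD under the library average, and starting fluorescence ratio not unusually high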;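 also: choline stimulus applied at its EC90 after an EC20 pre-addition; B-score computed on integrated fluorescence ratio after choline addition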
Kir21 inh = blocks the mouse Kir2.1 inward-rectifier potassium channel; HEK293-Kir2.1, FluxOR thallium flux fluorescence; stronger effect = lower value; B-score at 10 µM; actives 0.85% (n = 310,000);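 active = fluorescence ratio B-score at or below minus 3 SD of library scores, with starting-brightness B-score within 2 SD, cut at about -4.2 in these data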;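 also: channel flux triggered by added potassium and thallium sulfate stimulus; B-score of peak minus minimum fluorescence over baseline after thallium stimulus; more negative B-score means stronger Kir2.1 block with less thallium influx; some compounds called inactive have numbers as strong as hits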
Numbers without * were called inactive; i = inactive; x = no result given.

compound	KCNQ2 block	CHT block	Kir21 inh
CCOC(=O)[C@@H]1[C@H]2COc3ccccc3[C@@H]2N2C(=O)N(c3ccc(F)cc3)C(=O)[C@@]12C	i	i	-0.75
COC(=O)C(NS(=O)(=O)c1ccccc1Br)C(C)C (configuration not stated)	i	i	-0.06
Cc1ccc(C2=NN(C(=O)CSc3nc4ncc(Cl)cc4[nH]3)C(c3ccco3)C2)cc1 (configuration not stated)	i	i	1.03
COc1cc(OC)cc(C(=O)NC(=S)Nc2cc3oc4ccccc4c3cc2OC)c1	i	i	-0.12
O=c1[nH]c(=O)n(Cc2ccccc2)c2nc(-c3ccco3)cc(C(F)(F)F)c12	i	i	-0.95
Cc1cc(=O)n(C)c(=O)n1CCCCOc1cccc([N+](=O)[O-])c1	i	i	0.06
Cc1ccc(CNC(=O)c2ccc(S(=O)(=O)Nc3c(C)n(C)n(-c4ccccc4)c3=O)cc2)cc1	i	i	-0.02
CCn1c(=O)c2c3c(sc2n2c(=S)[nH]nc12)CCC3	i	i	1.57
COCCCn1c(-c2ccc(OC)cc2)nc2c1c(=O)[nH]c(=O)n2Cc1ccccc1	i	i	-0.3
CC(=O)Nc1ccc(SCC(=O)Nc2sccc2C#N)cc1	i	i	0.21
Nc1ccc2nc(-c3ccccc3)[nH]c2c1	i	i	1.04
COc1cccc2c1C(=O)CC2NC(=O)C(F)(F)F (configuration not stated)	i	i	1.07
NC(=O)c1c(-c2cccs2)csc1N	i	i	1.36
COc1cccc(N2CCN(C(=O)c3cc4c(OC)c(OC)c(OC)cc4[nH]3)CC2)c1	i	i	-0.43
Cc1ccc(NC(=O)CN(C)C(=O)Nc2ccc(C)cc2)cc1	i	i	-0.69
Cc1ccc(-c2nc(CS(=O)(=O)CC(=O)NC3CCC(C)CC3)c(C)o2)cc1 (configuration not stated)	i	i	-1.6
N#Cc1cc([N+](=O)[O-])ccc1Oc1ccc(-c2nnco2)cc1	i	i	0.07
CC1CCCCN1C(=O)CSc1nc(C2CC2)nc2c1cnn2-c1ccccc1 (configuration not stated)	i	i	1.28
O=C(NNC(=O)c1ccccc1[N+](=O)[O-])c1ccc(NS(=O)(=O)c2cccs2)cc1	i	i	-2.41
Cc1ccc2c(c1)C(c1ccccc1)N(C(=O)C(C)C)CC(=O)N2 (configuration not stated)	i	x	-0.33
Cc1ccc(NC(=O)N2CCc3ccccc32)cc1	i	i	0.08
CCC(=O)Nc1ccc(NC(=O)c2ccccc2Cl)nc1	i	i	1.23
O=C(Nc1ccc(Cl)cc1Cl)c1cc2ccccc2o1	i	i	0.47
N#C/C(=C\c1cccnc1)c1ccccn1	i	i	1.1
CN(C)CCNC(=O)C(=O)NCC1OCCCN1S(=O)(=O)c1cccs1 (configuration not stated)	i	i	1.1
COCCOC(=O)C1=C(N)Oc2c(oc(CO)cc2=O)C1c1c(F)cccc1Cl (configuration not stated)	i	i	0.49
CC(=O)/C(=N\Nc1ccccc1)Oc1ccc([N+](=O)[O-])cc1	i	i	-1.17
CC(=O)Nc1ccc(NC(=O)C2CC(=O)N(c3ccccc3Cl)C2)cc1 (configuration not stated)	i	i	-1.64
CN(C)Cc1c(C(=O)N/N=C/c2ccc(OCc3ccc(F)cc3)cc2)nnn1-c1nonc1N	i	i	-0.36
O=C(COC(=O)c1ccccc1OCc1ccccc1Cl)NC1CC1	i	i	-2.44
CCCCC(=O)NC(c1ccc(N(CC)CC)cc1)c1ccc2cccnc2c1O (configuration not stated)	i	i	2.3
Cc1nc(SCC(=O)c2ccccc2)[nH]c(=O)c1Oc1ccc(Cl)cc1	i	i	0.84
COc1ccc(OCc2n[nH]c(=S)n2Cc2ccco2)cc1	i	i	-2.61
CN(CC(=O)NCC1CCCO1)S(=O)(=O)c1ccc(Br)cc1 (configuration not stated)	i	i	0.22
O=C(NCCNC(=O)c1ccccn1)c1ccc(-c2ccccc2)cc1	i	i	-1.05
CC(OC(=O)CN1C(=O)c2ccccc2C1=O)C(=O)N(C)c1ccccc1 (configuration not stated)	i	i	0.03
N=C1/C(=C/c2ccc(OCc3ccccc3)cc2)C(=O)N=C2SC(CC(=O)N3CCOCC3)=NN12	i	i	2.79
CN(C(=O)OC(C)(C)C)c1ccc(-c2nc3ccccc3s2)cc1	i	i	-0.62
CCCC(=O)Nc1ccc2c(c1)C(=O)N(CCC(=O)O)C2=O	i	i	0.3
Cc1ccccc1CS(=O)(=O)Cc1ccc(C(=O)N2CCOCC2)o1	i	i	0.4
O=C1NC(=Nc2ccc(Cl)cc2)SC1Cc1cccc(Cl)c1Cl (configuration not stated)	i	i	0.1
CC(=O)C1=C(c2ccccc2)N(C(C)=O)n2c(C)nnc2S1	i	i	-0.8
CC1CCCCC1NC(=O)c1cn(C)c2ccc(S(=O)(=O)N3CCCC3)cc2c1=O (configuration not stated)	i	i	-1.12
OC(CNC1Cc2ccccc2C1)COc1ccc(Cl)cc1 (configuration not stated)	i	i	-4.24*
COc1ccc(S(=O)(=O)NCCN2CCOCC2)c2ccccc12	i	i	-2.71
CC(=O)N1CCc2cc(C(=O)CN3CCN(c4cccc(Cl)c4)CC3)ccc21	i	i	1.56
O=C(COC(=O)c1cccc(Br)c1)NCCc1ccc(F)cc1	i	i	0.64
COc1ccc(C2CC(=O)C3=C(C2)Nc2ccccc2N(C(C)=O)C3c2ccco2)cc1 (configuration not stated)	i	i	-0.3
CCOC(=O)CSc1cc(CS(=O)(=O)c2ccccc2)nc(-c2ccccc2)n1	i	i	-0.47
COc1ccc(NC(=O)CSc2nc3ccccc3c(=O)n2CCCN2CCCCC2)c(OC)c1	i	i	-6.13*

New compounds follow
compound	KCNQ2 block	CHT block	Kir21 inh
O=C(/C=C/c1ccc(S(=O)(=O)N2CCOCC2)cc1)N1CCN(c2ccccc2)CC1	i	i	-0.05
COc1ccc(CNC(=O)CN(C(=O)CCC(=O)Nc2ccccn2)c2cc(C)ccc2C)cc1	i	i	2.6
Cc1ccc(/C=C2/SC(=S)N(CC(=O)Nc3ncc(Cc4ccc(C)cc4)s3)C2=O)cc1	i	i	0.16
CCCCNC(=S)NNC(=O)c1cc(C)on1	i	i	-0.31
O=C(O)COc1ccc(C(NC(=O)c2c(F)cccc2F)NC(=O)c2c(F)cccc2F)cc1	i	i	-0.94
CSc1n[nH]c(-c2ccc(C(F)(F)F)cc2)n1	i	i	-1.25
COC(=O)/C(C#N)=C1/SC=C(C)N1c1ccccc1	i	i	2.44
OCCN(CCO)CC(O)COCCC12CC3CC(CC(C3)C1)C2 (configuration not stated)	i	i	0.06
NNc1nc2c(-c3ccc(Cl)cc3)nnn2c2ccccc12	i	i	-2
O=C(Nc1ccccc1C(F)(F)F)C1CCN(C(=O)Cc2ccccc2)CC1	i	i	-0.03
CCN1CCN(CCC(=O)Nc2cc(OC)cc(OC)c2)CC1	i	i	-0.56
CCOc1ccc(C(C)=O)cc1Cn1nc(C(=O)O)c2ccccc2c1=O	i	i	-0.23
COc1ccccc1NC(=O)Cn1nnc2sc3c(c2c1=O)CC(C)(C)OC3	i	i	-0.33
COc1cccc(NC(=O)c2cc(-c3cccnc3)nc3c(Cl)cccc23)c1	i	i	-0.14
COc1ccc(CCNC(=O)CSc2nnnn2-c2ccc(OC)c(OC)c2)cc1OC	i	i	-0.09
Cc1ccc2nc(SCC(=O)Nc3cccc(S(N)(=O)=O)c3)[nH]c2c1	i	i	0.11
Cc1cc(C(=O)CN2C(=O)C(=O)N(C)C2=O)c(C)n1-c1cccc(S(=O)(=O)N2CCOCC2)c1	i	i	2.37
Cc1ccc(CNS(=O)(=O)c2ccc(F)c(F)c2)n1C	i	i	-1.1
Cc1c(Br)c([N+](=O)[O-])nn1C(C)C(=O)NCc1ccco1 (configuration not stated)	i	i	-3.2
CCOc1ccc(CCN2C(=O)C3C4C=CC(C4)C3C2=O)cc1OCC (configuration not stated)	i	i	-0.07
Cc1ccc(S(=O)(=O)N2CCCC2C(=O)O)s1 (configuration not stated)	i	i	0.74
O=C(NCc1ccccc1)C(c1ccccc1)N(C(=O)c1csnn1)c1ccc(F)cc1 (configuration not stated)	i	i	-0.52
CN(C(=O)COc1cc(=O)n(C)c2ccccc12)c1ccc(Br)cc1	i	i	-0.58
Cc1cc(=O)oc2cc(OCC(O)Cn3ccnc3)ccc12 (configuration not stated)	i	i	-0.72
Cc1ccc(-c2[nH]nc3c2C(c2ccc(OC(=O)N4CCOCC4)cc2)C(C#N)=C(N)O3)cc1 (configuration not stated)	i	i	-0.37
CC(C(=O)O)c1cccc(C(=O)c2ccccc2)c1 (configuration not stated)	i	i	0.03
O=C(CN1C(=O)c2cccnc2C1=O)c1ccccc1	i	i	0.35
CCC(C)NC(=O)c1c(-c2cc(Cl)c(OC)c(Cl)c2)noc1C (configuration not stated)	i	i	0.03
CCN(CC)Cc1c(C(=O)N/N=C/c2ccncc2)nnn1-c1nonc1N	i	i	1.25
O=c1cnnc(Nc2ccc(F)cc2)[nH]1	i	i	-1.91
CC1CN(C(=O)COC(=O)c2cc(=O)c3ccccc3o2)CC(C)O1 (configuration not stated)	i	i	-0.64
O=C(Nc1ccn(Cc2ccccc2)n1)c1ccc(F)cc1	i	i	0
Cc1ccc(C(C)NC(=O)C2CCCC2)cc1C (configuration not stated)	i	-5.39*	-1.39
COc1ccccc1NC(=O)CSc1nnc(COc2ccccc2C)o1	i	i	-3.48
CC[C@@H](Nc1ncnc2c1oc1ccccc12)C(=O)O	i	i	-1.86
Cc1cc(C)n(-c2ccc(C(=O)N3CC(C)OC(C)C3)cc2)n1 (configuration not stated)	i	i	0.01
O=C(NCCN1CCOCC1)c1ccc2ccccc2c1	i	i	-3.05
OCCOCCn1c(C(CO)Nc2nc(-c3ccc(Cl)cc3)cs2)nc2ccccc21 (configuration not stated)	i	i	0.11
Cc1[nH]nc2c1C(c1ccsc1)C1=C(CC(C)(C)CC1=O)N2 (configuration not stated)	i	i	0.5
COc1cccc(C(=O)Nc2ccccc2NC(=O)c2cccc(OC)c2)c1	i	i	0.63
COc1ccc(NC(C)C(=O)N/N=C/c2ccccc2OCc2ccc(Br)cc2)cc1 (configuration not stated)	i	i	0.76
COc1ccccc1N(CC(=O)NCc1ccc2c(c1)OCO2)C(=O)CCC(=O)Nc1nccs1	i	i	0.35
COc1cccc(/C=C2\SC(=S)N(CCC(=O)N3CCCCC3CCO)C2=O)c1 (configuration not stated)	i	i	1.25
Cc1cccc(N2CC(C(=O)Nc3ccccc3N3CCCC3)CC2=O)c1C (configuration not stated)	i	i	0.2
COc1cc(/C=N/NC(=O)c2ccc(CN3c4cccc5cccc(c45)S3(=O)=O)cc2)cc(OC)c1O	i	x	-0.77
O=C(Nc1cccnc1)c1ccc(COc2cc(Cl)ccc2Cl)o1	i	i	-0.3
Cc1cc(Nc2ccc(C)c(Cl)c2)nc(N2CCOCC2)n1	i	i	3.3
O=C(C[n+]1ccc(C(=O)N/N=C/c2ccc(Br)cc2)cc1)c1ccccc1	i	i	0.21
O=C(NC12CC3CC(CC(C3)C1)C2)c1ccccc1O	i	i	0.27
Oc1ccc(/C=N/N(Cc2ccccc2)c2ccccc2)c(O)c1O	i	x	0.46
Cc1ccccc1NC(=O)Cc1nc(-c2ccc3ccccc3c2)cs1	i	i	0.04
N#CCCN(C(=O)COC(=O)C1=NNC(=O)CC1)c1ccccc1	i	i	1.77
O=C(O)c1cc2nc(-c3cccs3)cc(C(F)(F)F)n2n1	i	i	-0.2
